Bcl-W Bim block: inhibitors of Bim binding to Bcl-W, primary screen, biochemical, multiplexed, bead-based flow cytometry. Bcl-2-like protein 2 (Homo sapiens), Q92843. Bim peptide-Bcl-W binding. inhibition, % at 10 µM. 190,000 compounds, 0.02% hits;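 further: 0% = bound tracer without compound and 100% = peptide blocker; higher means less fluorescent Bim peptide bound to Bcl-W beads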
Target sequence (Q92843 whole entry, looked up): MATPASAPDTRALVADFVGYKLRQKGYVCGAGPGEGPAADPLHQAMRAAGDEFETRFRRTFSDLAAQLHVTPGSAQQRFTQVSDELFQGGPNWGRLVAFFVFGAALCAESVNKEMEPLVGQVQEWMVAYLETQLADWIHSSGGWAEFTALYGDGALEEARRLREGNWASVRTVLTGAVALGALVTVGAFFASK
GSH fluor: compound fluorescence on glutathione beads, profiling panel, artefact control, biophysical, 488/530 nm, flow cytometry; GSH beads flow cytometry, compound fluorescence 488/530 nm; hits give high values; fluorescence (KMESF) at 10 µM; 190,000 compounds, 0.25% hits; AID 1776, 2009; in the data active means fluorescence above about 89;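 further: glutathione beads carrying GST-tagged Bcl family fusion proteins plus one bare bead set; values are compound well signal with DMSO vehicle wells as background; inactives centre near 16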
ABCG2 inh: ABCG2 efflux pump inhibitors, primary screen, multiplex with ABCB1, IgMXP3 cells, flow cytometry. Broad substrate specificity ATP-binding cassette transporter ABCG2 (Homo sapiens), Q9UNQ0. JC-1 efflux. inhibition, % at 6.6 µM. 190,000 compounds, 0.1% hits;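 active means inhibition above 80%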;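 further: 0% = DMSO and 100% = nicardipine control wells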
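test system = two drug-resistant human cell lines, ABCG2 and ABCB1 | amount = 3 million cells/mL final, two lines in 1:1 ratio | reagent = JC-1 transporter substrate | doses = one concentration, 6.6 µM final | incubation = 10 min at 25 °C | signal = flow cytometric JC-1 green MFI at 530 nm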
Bcl-XL Bim block: inhibitors of Bim-Bcl-XL binding, primary screen, biochemical, multiplexed, bead flow cytometry, human Bcl-XL; Bim peptide-Bcl-XL binding, fluorescence; inhibition, % at 10 µM; 190,000 compounds, 0.04% hits
Target sequence (Q07817 whole entry, looked up): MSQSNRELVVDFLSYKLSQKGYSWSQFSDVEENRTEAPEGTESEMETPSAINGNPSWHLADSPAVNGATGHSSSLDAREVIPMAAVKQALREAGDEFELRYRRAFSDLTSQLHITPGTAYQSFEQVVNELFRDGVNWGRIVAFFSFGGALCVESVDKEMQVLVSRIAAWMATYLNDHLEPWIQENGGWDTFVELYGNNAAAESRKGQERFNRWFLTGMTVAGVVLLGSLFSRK
RGS4-Gao reg: modulators of RGS4 binding to Galphao, primary screen, biochemical, multiplexed bead flow cytometry. Guanine nucleotide-binding protein G(o) subunit alpha (Homo sapiens), P09471. actives lie on both sides. binding response (% of control), % at 10 µM. 220,000 compounds, 0.33% hits; in the data active means binding response below about 49% or above about 150%; inactive means in between;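 further: fluorescent Galphao activated with aluminum fluoride binding bead-coupled RGS4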
Target sequence (P09471 whole entry, looked up): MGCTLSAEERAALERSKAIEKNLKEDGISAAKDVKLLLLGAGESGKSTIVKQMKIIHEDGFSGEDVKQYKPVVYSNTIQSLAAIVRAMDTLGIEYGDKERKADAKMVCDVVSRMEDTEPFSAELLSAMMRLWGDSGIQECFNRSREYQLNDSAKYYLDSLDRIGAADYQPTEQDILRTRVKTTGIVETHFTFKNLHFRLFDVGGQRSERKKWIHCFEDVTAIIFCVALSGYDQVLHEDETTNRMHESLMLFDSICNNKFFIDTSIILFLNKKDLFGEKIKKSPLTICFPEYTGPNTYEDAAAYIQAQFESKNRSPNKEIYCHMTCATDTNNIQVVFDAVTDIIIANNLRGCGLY
ABCB1 block: ABCB1 efflux pump inhibitors, primary screen, cell-based, multiplex, flow cytometry, ABCG2 counter-screen; AID 1326, 2008; inhibition, % at 6.6 µM; CCRF-Adr cells, JC-1 efflux; ATP-dependent translocase ABCB1 (Homo sapiens), P08183; 190,000 compounds, 0.067% hits; in the data active means inhibition above about 40%;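 further: 0% = vehicle and 100% = reference inhibitor; higher value means more JC-1 retained so stronger ABCB1 efflux block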
Bim-Bcl-B: inhibitors of Bim-Bcl-B binding, primary screen, biochemical, multiplexed, human Bcl-2 family. Bcl-2-like protein 10 (Homo sapiens), Q9HD36. bead-based flow cytometry, Bim peptide-Bcl-B binding. inhibition, % at 10 µM. 190,000 compounds, 0.073% hits. AID 951, 2007;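 further: 0% = tracer peptide without compound and 100% = reference inhibitor peptide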
Target sequence (Q9HD36 whole entry, looked up): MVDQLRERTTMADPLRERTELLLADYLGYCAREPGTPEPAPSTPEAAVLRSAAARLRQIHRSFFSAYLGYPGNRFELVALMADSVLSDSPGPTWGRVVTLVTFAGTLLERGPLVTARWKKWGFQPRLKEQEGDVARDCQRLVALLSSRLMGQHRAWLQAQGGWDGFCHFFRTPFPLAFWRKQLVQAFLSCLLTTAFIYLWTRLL
RGS8-Gao: RGS8-Galphao binding modulators, primary screen, biochemical, multiplexed bead flow cytometry; Guanine nucleotide-binding protein G(o) subunit alpha (Homo sapiens), P09471; actives lie on both sides; response (percent of control binding), % at 10 µM; 220,000 compounds, 0.34% hits; AID 1423, 2008; in the data active means response below about 60% or above about 140%; inactive means in between;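 further: Galphao activated as the GDP aluminium fluoride complex binding bead-coupled RGS8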
RGS7-Gao reg: RGS7-Galphao binding modulators, primary screen, biochemical, multiplexed bead flow cytometry | Guanine nucleotide-binding protein G(o) subunit alpha (Homo sapiens), P09471 | actives lie on both sides | binding response (% of control), % at 10 µM | 220,000 compounds, 0.35% hits; in the data active means binding response below about 49% or above about 150%; inconclusive means no clear call, values can overlap the other calls; inactive means in between;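 further: fluorescent Galphao held in activated GDP-AlF4 state binding bead-coupled RGS7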
Bfl-1 Bim block: inhibitors of Bim binding to Bfl-1, primary screen, biochemical, multiplexed, bead-based flow cytometry | Bcl-2-related protein A1 (Homo sapiens), Q16548 | Bim-Bfl-1 binding inhibition | inhibition, % at 10 µM | 190,000 compounds, 0.12% hits;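 further: 0% = wells without compound plus tracer and 100% = blocker peptide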
Bcl-2 Bim block: inhibitors of Bim-Bcl-2 binding, primary screen, biochemical, multiplexed, human Bcl-2 family. Apoptosis regulator Bcl-2 (Homo sapiens), P10415. Bead-based flow cytometry, Bim peptide-Bcl-2 binding. inhibition, % at 10 µM. 190,000 compounds, 0.06% hits. AID 950, 2007; in the data active means inhibition above about 40%; inconclusive means no clear call, values can overlap the other calls;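 further: 0% = no compound wells with probe peptide and 100% = reference peptide inhibitor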
Numbers without * were called inactive; ? = inconclusive; nt = not tested or not shown. Unless noted, no stated cut-off is given here; in the data, active means inhibition above about 40%.

SMILES | Bcl-W Bim block | GSH fluor | ABCG2 inh | Bcl-XL Bim block | RGS4-Gao reg | ABCB1 block | Bim-Bcl-B | RGS8-Gao | RGS7-Gao reg | Bfl-1 Bim block | Bcl-2 Bim block
COc1ccccc1CNC(=O)c1ccccc1NS(C)(=O)=O | -4 | 36 | -5 | -5 | 101 | 5.1 | -13 | 103 | 101 | -17 | -6
C=CCn1c(O)c(N=NC(=O)CNC(=O)c2ccco2)c2ccccc21 | 0 | 6 | 11 | -2 | 93 | 1.0 | -4 | 97 | 91 | 1 | 0
O=C(O)CCCCn1c(SCC(=O)Nc2ccccc2C(F)(F)F)nc2ccsc2c1=O | 1 | 30 | 1 | -4 | 101 | 0.4 | -5 | 102 | 99 | 0 | 2
O=C1NCCNC1(c1c[nH]c2ccccc12)C(F)(F)F (stereo not given) | -3 | 14 | 2 | -2 | 102 | 0.6 | -2 | 102 | 104 | -13 | -7
O=C(NCCCN1CCCCC1)C1CCC(=O)N1CCc1ccccc1 (stereo not given) | 0 | 15 | -1 | -3 | 96 | 0.1 | -3 | 99 | 101 | -9 | -8
O=C(/C(=C/c1ccccc1Cl)c1ccccc1)N1CCOCC1 | -3 | 13 | nt | -3 | 103 | nt | -3 | 105 | 104 | 0 | 2
CCOc1ccc(C(=O)N(CN2CCCC2=O)c2ccccc2)cc1 | 3 | 13 | 0 | -9 | 101 | 0.3 | -12 | 102 | 99 | -14 | -14
CC(C)c1ccc(NC(=O)N2CCc3ccccc3C2)cc1 | -2 | 23 | 1 | -3 | 99 | 0.1 | -6 | 103 | 104 | -6 | -2
COc1ccccc1/C=C/C(=O)N1CCCC1 | -1 | 10 | 0 | -4 | 101 | 0.0 | -3 | 99 | 103 | -4 | -6
CC1CN(C(=O)c2ccccc2)c2ccccc2NC1=O (stereo not given) | -2 | 9 | 2 | -3 | 100 | 1.1 | 0 | 101 | 100 | -1 | 4
O=C(Nc1cccc(Cl)c1)Nc1nc(-c2ccc(Cl)cc2)cs1 | -3 | 35 | 1 | -20 | 101 | 0.2 | -2 | 103 | 102 | 0 | -2
CC(NC(=O)CSc1ccccc1C(=O)O)C1CC2CCC1C2 (stereo not given) | 2 | 14 | 1 | 0 | 99 | 0.4 | -3 | 100 | ? | -7 | -2
O=C(CCN1C(=O)c2ccccc2S1(=O)=O)Nc1ccc2c(c1)OCCO2 | -1 | 18 | 8 | -2 | 99 | 0.9 | -1 | 101 | 102 | -2 | -2
COc1cccc(OCCOc2c(OC)cccc2OC)c1 | 0 | 30 | 29 | -5 | 103 | 0.9 | -3 | 103 | 104 | -6 | -4
COc1ccccc1N(CC(O)Cn1nc(C)cc1C)S(=O)(=O)c1ccccc1 (stereo not given) | 0 | 11 | 0 | -2 | 98 | 1.2 | -9 | 98 | 96 | -4 | -2
O=C1c2ccccc2C(=O)N1Cc1cccnc1 | 2 | 21 | 1 | 2 | 102 | 0.5 | 0 | 106 | 100 | 0 | 0
Cc1cccc(NC(=O)CCNC(=O)c2ccco2)c1 | -6 | 17 | 11 | -9 | 97 | 1.7 | -13 | 99 | 102 | -18 | -10
O=C1C(=O)N(Cc2cccc([N+](=O)[O-])c2)c2ccccc21 | -4 | 12 | -2 | -5 | 101 | nt | -3 | 102 | 99 | 0 | -2
Cc1ccc(C)c(NC(=S)N(Cc2ccc(Cl)cc2)Cc2ccc(C(=O)O)cc2)c1 | -3 | 16 | 2 | -7 | 102 | 0.2 | -9 | 102 | 103 | -5 | -5
COc1ccccc1CNC(=O)C1CCCN(S(=O)(=O)c2c(C)[nH]c(=O)[nH]c2=O)C1 (stereo not given) | -1 | 12 | 1 | 1 | 108 | 0.0 | 0 | 104 | 104 | 0 | 2
COc1ccccc1-c1c(NC(=O)c2ccco2)n(-c2ccccc2)nc(C)c1=O | -2 | 23 | 1 | 0 | 102 | 0.6 | 1 | 101 | 101 | 2 | 0
CCOC(=O)c1c(C)[nH]c(C(=O)COC(=O)c2ccc(F)c(S(=O)(=O)N3CCOCC3)c2)c1C | 3 | 9 | 4 | -3 | 102 | 1.5 | -4 | 105 | 102 | -11 | -4
Nc1ccccc1Nc1cc(-c2cccc(Cl)c2)nn1-c1ccccc1 | -3 | 18 | 23 | -4 | 102 | 3.7 | -6 | 100 | 102 | -14 | -12
CC1CCC(=C(C#N)C(=O)Nc2cccc(Cl)c2)CC1 (stereo not given) | -5 | 15 | 5 | -6 | 100 | 0.6 | -2 | 100 | 101 | -2 | -3
Cc1cc(/C=C/C(=O)O)c(C)n1-c1ccc(Cl)cc1 | -1 | 22 | 1 | -5 | 96 | 0.1 | -6 | 96 | 94 | -5 | -1

Next part
SMILES | Bcl-W Bim block | GSH fluor | ABCG2 inh | Bcl-XL Bim block | RGS4-Gao reg | ABCB1 block | Bim-Bcl-B | RGS8-Gao | RGS7-Gao reg | Bfl-1 Bim block | Bcl-2 Bim block
CC(C)CC(=O)Nc1ccc(-c2nc3ccccc3c(=O)o2)cc1 | 19 | 6 | 4 | 22 | 99 | -0.1 | 19 | 100 | 106 | 9 | 11
O=c1[nH]cc(C(F)(F)F)cc1NS(=O)(=O)c1ccccc1[N+](=O)[O-] | 1 | 15 | 6 | 0 | 104 | 1.4 | -1 | 104 | 106 | -2 | -3
NS(=O)(=O)c1ccc(N2N=C(c3ccc(Br)cc3)CC2c2ccc(F)cc2)cc1 (stereo not given) | 0 | 30 | -2 | 0 | 103 | -1.9 | -12 | 104 | 103 | -13 | -12
COc1nccnc1NS(=O)(=O)c1ccc(NC(=S)NC(=O)c2ccc(F)cc2)cc1 | 4 | 8 | 0 | -3 | 102 | -0.3 | 8 | 104 | 101 | 0 | 3
Cc1cccn2c(=O)c3cc(C(=O)NC4CCCC4)c(=N)n(C4CCCC4)c3nc12 | -2 | 13 | 0 | -3 | 95 | 0.0 | 1 | 108 | 107 | 1 | 10
CCCOP(=O)(OCCC)C(Nc1ccc(C(=O)O)cc1)c1ccccc1 (stereo not given) | -2 | 13 | 0 | -1 | 106 | 0.1 | 3 | 102 | 101 | 8 | 1
CCSc1nnc(NC(=O)c2cccnc2Cl)s1 | -1 | 17 | 1 | -6 | 110 | 0.1 | -3 | 103 | 107 | 0 | 0
O=C(Cn1cc([N+](=O)[O-])nc1[N+](=O)[O-])N1CCN(c2ccccc2)CC1 | 0 | 13 | 2 | -5 | 104 | 0.5 | -7 | 104 | 107 | -9 | -4
Cn1c(=O)[nH]c(=O)c2c1nc(SCCO)n2CC(O)COc1ccccc1 (stereo not given) | -7 | 16 | 1 | -7 | 102 | 1.0 | -25 | 90 | 100 | 7 | -3
CCOc1ccc(NC2C=CS(=O)(=O)C2)cc1 (stereo not given) | -5 | 17 | 0 | -6 | 101 | 0.3 | -4 | 99 | 97 | -2 | -3
Cc1cccc(OCC(=O)NNC(=O)c2cccs2)c1 | -1 | 21 | 1 | -3 | 102 | -0.3 | -3 | 100 | 105 | -5 | -3
COc1cc(OC)cc(-c2n[nH]c(=S)n2-c2ccc3c(c2)OCCO3)c1 | -6 | 14 | -6 | -7 | 101 | -0.8 | -21 | 91 | ? | 6 | -3
Cc1ccc(NC(=O)CCC(=O)NNC(=O)COc2ccccc2)c(C)c1 | -1 | 4 | -2 | -1 | 101 | 0.2 | -4 | 103 | 104 | 0 | 1
Brc1ccc(CSc2nnc(-c3cccnc3)o2)cc1 | 0 | 8 | 2 | 2 | 100 | 0.2 | -3 | 102 | 98 | -2 | -1
CC(C)Cc1cc(C(=O)NCCCN2CCOCC2)no1 | 2 | 19 | 0 | -1 | 108 | 0.3 | 0 | 102 | 107 | -4 | -3
COC(=O)Cn1c(=NC(=O)c2ccc(OC)c(OC)c2)sc2cc(OC)ccc21 | -5 | 10 | -5 | -7 | 101 | -0.2 | -10 | 103 | 107 | -14 | -9
C=CCNc1nc(C2(C)CC3(CC(C)(C)OC3=O)C(=O)O2)cs1 (stereo not given) | -4 | 20 | 1 | -5 | 103 | 0.2 | -23 | 103 | 103 | 3 | 1
Cc1c(C(C)NC(=O)Nc2ccc(F)cc2F)cnn1C (stereo not given) | 0 | 33 | 1 | -2 | 102 | 0.6 | -5 | 103 | 99 | -13 | -6
COc1ccc(-c2csc3ncnc(Oc4cccc5ccc(C)nc45)c23)cc1 | -2 | 12 | 0 | -5 | 102 | 0.0 | -8 | 100 | 99 | -9 | -9
O=C1OC(OC2CCCCC2)(c2ccccc2)c2ccccc21 (stereo not given) | 0 | 20 | 1 | 0 | 96 | 0.2 | 0 | 99 | 98 | 0 | -7
O=S1(=O)CCC(NC(=S)SCCOc2ccccc2)C1 (stereo not given) | 1 | 25 | 3 | 2 | 99 | 0.2 | -3 | 101 | 95 | -8 | 1
COCCNC(=O)[C@H]1C[C@@H]1[C@H](NP(=O)(c1ccccc1)c1ccccc1)c1ccccc1 | -1 | 17 | 7 | -3 | 103 | 1.4 | -5 | 106 | 103 | -2 | 0
O=c1c2ccccc2sc2ccc(Cl)cc12 | -1 | 5 | 0 | 0 | 105 | -0.2 | -2 | 103 | 105 | 0 | 0
COc1cc(OC)c(N(C)C(=O)CCNC(=O)Cn2cnc3ccccc3c2=O)cc1Cl | 2 | 49 | 3 | 1 | 98 | 0.4 | -5 | 99 | 95 | -6 | -2
O=C(Nc1cccs1)OCCN1CCN(Cc2ccccc2)CCC1=O | -2 | 19 | 1 | -2 | 103 | 1.6 | -2 | 103 | 103 | 0 | -4
COc1cc(/C=N/NC(N)=O)ccc1OC(=O)c1ccc(C)cc1 | 1 | 61 | 2 | 4 | 101 | 0.5 | -5 | 103 | 97 | -8 | -6

Compound profiles, as listed above. Screens in order: Bcl-W Bim block, GSH fluor, ABCG2 inh, Bcl-XL Bim block, RGS4-Gao reg, ABCB1 block, Bim-Bcl-B, RGS8-Gao, RGS7-Gao reg, Bfl-1 Bim block, Bcl-2 Bim block
Shown for CC(C)Cc1cc(C(=O)NCCCN2CCOCC2)no1 : 2, 19, 0, -1, 108, 0.3, 0, 102, 107, -4, -3
Shown for COc1cc(OC)cc(-c2n[nH]c(=S)n2-c2ccc3c(c2)OCCO3)c1 : -6, 14, -6, -7, 101, -0.8, -21, 91, ?, 6, -3
Shown for NS(=O)(=O)c1ccc(N2N=C(c3ccc(Br)cc3)CC2c2ccc(F)cc2)cc1 (stereo not given) : 0, 30, -2, 0, 103, -1.9, -12, 104, 103, -13, -12
Shown for Cc1cccn2c(=O)c3cc(C(=O)NC4CCCC4)c(=N)n(C4CCCC4)c3nc12 : -2, 13, 0, -3, 95, 0.0, 1, 108, 107, 1, 10

Source: PubChem (NMMLSC)
